Screening results: PubChem, National Center for Advancing Translational Sciences (NCATS)
EPAC1 ag: activates human EPAC1 exchange factor | O95398 | 0.073% of 360,000 active | Potency, µM (doses to about 154 µM), without a hit: top-dose activation, hits mostly activators | AID 720707 | EPAC1 agonist qHTS, biochemical assay; response scale: 100% = response to 6.5 mM cAMP; also: potency is read from the fitted curve at half-maximal effect; nearly all actives have a fitted effect of over 60% in size
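Compounds were pinned as a concentration titration into mixtures of EPAC1 (100 nM), BODIPY-GDP-loaded Rap1B (250 nM) and GDP (50 uM). After 5 min at room temperature, fluorescence was followed for 30 min; activity was scaled to 6.5 mM cAMP.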
aSyn rescue: inhibitors of alpha-synuclein toxicity in yeast; Potency, µM (top dose mostly 46.1 µM), inactives show top-dose growth rescue (activation), actives largely listed as activators; 0.14% of 370,000 active; Yeast expressing alpha-synuclein, growth rescue, BacTiter-Glo, 24 h; AID 652106; also: potency is read from the fitted curve at half-maximal effect; % of control where 0% means no effect; nearly all actives have a fitted effect of over 65% in size
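Rescue of yeast growth: cells expressing toxic alpha-synuclein, induced in galactose at OD600 0.02, incubated with compound 24 h at 30 C. ATP luminescence quantified growth; inhibitors of toxicity appear as activators.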
Abeta rescue: restores growth of yeast expressing A-beta42 peptide. yeast expressing A-beta42, growth rescue, OD600, 48 h; response scale: 0% DMSO, 100% iron-clioquinol control. Potency, µM (series often up to 46.1 µM), for inactives: at the top dose growth rescue, actives largely listed as activators. 0.063% of 410,000 active. AID 1347071; also: potency is read from the fitted curve at half-maximal effect; nearly all actives have a fitted effect of over 55% in size
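Yeast growth medium received pinned compounds, then yeast cells expressing toxic A-beta were added; plates incubated at 30 C for 48 hr. Growth read as absorbance at 600 nm, normalized to DMSO and equimolar FeCl3 plus clioquinol controls.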
EPAC1 antagonist: EPAC1 (human) antagonism; EPAC1 GEF assay, Rap1b-BODIPY-GDP exchange fluorescence; Potency, µM (series often up to 115 µM), for the others: top-dose activity change, negative = inhibition, most hits filed as inhibitors; AID 720709; 0.14% of 360,000 active; O95398;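 also: potency is read from the fitted curve at half-maximal effect; plate controls were vehicle for no effect and positive control for full effect; nearly all actives have a fitted effect of over 50% in size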
PLK1 PBD inh: blocks phosphopeptide binding to human PLK1 polo-box domain. Plk1 PBD binding of FITC phosphopeptide, fluorescence polarization. Potency, µM, for the others: max response, negative = inhibition, usual class: inhibitors. 2.8% of 360,000 active; also: potency is read from the fitted curve at half-maximal effect; series mostly up to about 57 µM; % is scaled to controls: 0 for no effect and ±100 for the full control effect; nearly all actives have a fitted effect of over 65% in size
Target sequence (P53350 whole entry, looked up, the tested form may be a part): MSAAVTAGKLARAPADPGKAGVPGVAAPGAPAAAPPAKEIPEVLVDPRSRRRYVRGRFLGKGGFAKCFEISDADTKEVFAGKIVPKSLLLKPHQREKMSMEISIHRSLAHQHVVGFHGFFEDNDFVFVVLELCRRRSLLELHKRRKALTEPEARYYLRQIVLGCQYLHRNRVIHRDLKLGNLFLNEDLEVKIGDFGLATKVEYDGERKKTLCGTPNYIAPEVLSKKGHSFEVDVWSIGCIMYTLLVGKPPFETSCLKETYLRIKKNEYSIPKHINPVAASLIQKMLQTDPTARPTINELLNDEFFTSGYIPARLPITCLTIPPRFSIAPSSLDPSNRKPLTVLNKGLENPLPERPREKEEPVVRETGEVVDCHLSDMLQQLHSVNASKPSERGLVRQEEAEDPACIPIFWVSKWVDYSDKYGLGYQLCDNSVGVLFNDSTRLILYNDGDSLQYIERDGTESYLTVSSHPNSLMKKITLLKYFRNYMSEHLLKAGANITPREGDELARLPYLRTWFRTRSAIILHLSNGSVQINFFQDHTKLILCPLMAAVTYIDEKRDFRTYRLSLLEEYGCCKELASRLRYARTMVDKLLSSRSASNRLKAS
FUS yeast rescue: suppressors of FUS proteinopathy in yeast. AID 1347120. 0.24% of 390,000 active. S. cerevisiae FUS-expressing, growth rescue, OD600, 24 h. Potency, µM (top dose mostly 76.6 µM), for the others: top-dose growth rescue (activation), actives largely listed as activators;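 also: potency is read from the fitted curve at half-maximal effect; plate controls were DMSO vehicle for no effect and reference control for full effect; nearly all actives have a fitted effect of over 55% in size; some results filed as inactive show a strong effect at the top dose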
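Yeast expressing FUS under galactose induction, OD 0.005 in 2% galactose medium; compounds in a dilution series, 24 h at 30C. Growth rescue by absorbance at 600 nm; CP55940 positive control, DMSO negative.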
IL-2 act: IL-2 activation; IL-2 activation reporter assay, cell-based qHTS; stimulated with anti-CD3/CD4/CD28 beads; in transgenic mouse T cells; activation, % (series mostly up to about 46 µM); 0.065% of 360,000 active; AID 652025; in the data active = activation above about 50%; inconclusive = mostly about 30% to 49%; also: 0% is about no effect
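Unstimulated transgenic mouse T cells; 60-min compound exposure; bead-based TCR/CD4/CD28 stimulation; 18 h culture, 37 degrees C; dual fluorescence (EGFP, DsRed) plate cytometry.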
PI5P4K alpha inh: blocks human PI5P4K alpha kinase activity | AID 652105 | max response, % | P48426 | PI5P4Kalpha enzyme, ADP-Glo luminescence, 60 min; active compounds read low | 1.2% of 330,000 active; active = max response of -50% or lower; inconclusive = between -30% and -50%; inactive = -30% or higher; also: value at the top dose of about 77 µM; % is scaled to controls: 0 for no effect and ±100 for the full control effect
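PI5P4Kalpha ADP-Glo assay; 5 microM ATP final; 60 min RT reaction; HEPES pH 7.4/EGTA/CHAPS, 5% DMSO; controls lacking substrate or enzyme; luminescent end-point.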
WRN inhibitor: WRN helicase (human) inhibition | 0.46% of 360,000 active | AID 651768 | Potency, µM (series often up to 114 µM), for inactives: at the top dose activity change, negative = inhibition, hits mostly inhibitors | Q14191 | WRN helicase unwinding, fluorescent forked duplex, kinetic; also: potency is read from the fitted curve at half-maximal effect; % is scaled to controls: 0 for no effect and ±100 for the full control effect; nearly all actives have a fitted effect of over 55% in size
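Fluorescence dequenching readout, ex 525 nm/em 598 nm, kinetic mode: forked duplex DNA (100 nM final) with adjacent fluorophore and quencher unwound by WRN (20 nM final) with 2 mM ATP. Compound preincubation 15 min, room temperature.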
The depositor's hits bear a star; ? = inconclusive; / = no result given; [ ] = remark or other dose. Unless noted, calls follow the shape of the dose curve; as a rule, active = well fitted curve in the direction sought with a large enough effect; inconclusive = small, poorly fitted or top-dose-only effect, or another doubt; inactive = no such curve, though single readings can be large; an effect the other way counts as inactive or inconclusive.

| No. | smiles | PLK1 PBD inh | FUS yeast rescue | aSyn rescue | EPAC1 ag | WRN inhibitor |
| --- | --- | --- | --- | --- | --- | --- |
| 1 | Cc1cccc(N/N=C(\C(N)=O)C2=NC(C)(C)Cc3ccccc32)c1 | 0% | / | 18% | -6% | -24% |
| 2 | O=C(c1cc(-c2cccc(Cl)c2)on1)N1CCCC1 | -3% | 0% | 12% | -1% | -26% |
| 3 | Cc1cc(C)c(OCC(O)CNC(C)(C)C)c(C)c1 (stereo unspecified) | 24µM* | 0% | -1% | -5% | 2% |
| 4 | Cc1cc(=O)n2[nH]cnc2n1 | -4% | / | 1% | 4% | -25% |
| 5 | COc1ccc2[nH]c(C)c(CCNC(=S)Nc3cc(C)ccc3C)c2c1 | -10% | -1% | -3% | -11% | -3% |
| 6 | Cc1ccc(S(=O)(=O)CCC(=O)OCC(=O)Nc2cc(C)on2)cc1 | -22% | 1% | 1% | 4% | -5% |
| 7 | CCCCc1ccc(S(=O)(=O)NCCc2ccncc2)cc1 | -4% | -2% | 8% | 4% | -4% |
| 8 | O=C(COc1ccccc1)Nc1ccc(S(=O)(=O)Nc2ncccn2)cc1 | -11% | 17% | -6% | -2% | -10% |

| No. | EPAC1 antagonist | PI5P4K alpha inh | IL-2 act | Abeta rescue |
| --- | --- | --- | --- | --- |
| 1 | -23% | 20 | -0.2 | 12% |
| 2 | -11% | -1 | 3.6 | 0% |
| 3 | 5% | 0 | -0.3 | 2% |
| 4 | 11% | -1 | -0.1 | -4% |
| 5 | -8% | -5 | -1.5 | 4% |
| 6 | 0% | 5 | 0.0 | 15% |
| 7 | 0% | 1 | -0.5 | 26% |
| 8 | ? | -2 | 2.9 | -3% |

The results go on:
| No. | smiles | PLK1 PBD inh | FUS yeast rescue | aSyn rescue | EPAC1 ag | WRN inhibitor |
| --- | --- | --- | --- | --- | --- | --- |
| 9 | O=C1CC(=C(c2ccccc2)c2ccccc2)C(=O)N1CCCCN1CCN(c2cccc(Cl)c2)CC1 | -9% | 43% | -24% | 3% | -5% |
| 10 | O=C(O)c1c2c(nc3ccc(Cl)cc13)CCC2 | -21% | 12% | 2% | 10% | -3%[11.6 µM] |
| 11 | COc1cccc(CNC(=O)CN(C)S(=O)(=O)c2cnc[nH]2)c1 | 0% | 17% | -6% | -2% | -18% |
| 12 | Cc1[nH]n(-c2ccccc2)c(=O)c1/C=N/NC(=O)c1cccc(F)c1 | -6% | -1% | 2% | 1% | -6% |
| 13 | C=CCNC(=O)c1cc2c(=O)n3ccccc3nc2s1 | -13% | -12% | 1% | 4% | 6% |
| 14 | C/C(=N\NC(=O)CNc1cccc(C)c1)c1ccc(Br)s1 | -15% | / | 9% | -4% | 3% |
| 15 | CCNC(=S)Nc1c(C)n(C)n(-c2ccccc2)c1=O | 1% | -21% | -10% | 16% | -3% |
| 16 | NC(=O)c1ccc(OCC(F)(F)F)nc1 | -1% | 3% | 20% | -4% | -2% |

| No. | EPAC1 antagonist | PI5P4K alpha inh | IL-2 act | Abeta rescue |
| --- | --- | --- | --- | --- |
| 9 | 9% | 8 | -0.9 | -20% |
| 10 | -1% | 4 | 0.5 | 11% |
| 11 | 7% | 5 | -0.2 | -19% |
| 12 | 3% | -4 | -0.6 | -37%[inhibitor] |
| 13 | -6% | -5 | -1.0 | -5% |
| 14 | -8% | 20 | -2.6 | 7% |
| 15 | -3% | 3 | -0.1 | 11% |
| 16 | -3% | 1 | -0.8 | -7% |

Exported field by field: entries from further up.
9	O=C1CC(=C(c2ccccc2)c2ccccc2)C(=O)N1CCCCN1CCN(c2cccc(Cl)c2)CC1
  PLK1 PBD inh: -9%; FUS yeast rescue: 43%; aSyn rescue: -24%; EPAC1 ag: 3%; WRN inhibitor: -5%; EPAC1 antagonist: 9%; PI5P4K alpha inh: 8; IL-2 act: -0.9; Abeta rescue: -20%

10	O=C(O)c1c2c(nc3ccc(Cl)cc13)CCC2
  PLK1 PBD inh: -21%; FUS yeast rescue: 12%; aSyn rescue: 2%; EPAC1 ag: 10%; WRN inhibitor: -3%[11.6 µM]; EPAC1 antagonist: -1%; PI5P4K alpha inh: 4; IL-2 act: 0.5; Abeta rescue: 11%

11	COc1cccc(CNC(=O)CN(C)S(=O)(=O)c2cnc[nH]2)c1
  PLK1 PBD inh: 0%; FUS yeast rescue: 17%; aSyn rescue: -6%; EPAC1 ag: -2%; WRN inhibitor: -18%; EPAC1 antagonist: 7%; PI5P4K alpha inh: 5; IL-2 act: -0.2; Abeta rescue: -19%

12	Cc1[nH]n(-c2ccccc2)c(=O)c1/C=N/NC(=O)c1cccc(F)c1
  PLK1 PBD inh: -6%; FUS yeast rescue: -1%; aSyn rescue: 2%; EPAC1 ag: 1%; WRN inhibitor: -6%; EPAC1 antagonist: 3%; PI5P4K alpha inh: -4; IL-2 act: -0.6; Abeta rescue: -37%[inhibitor]

Next section
| No. | smiles | PLK1 PBD inh | FUS yeast rescue | aSyn rescue | EPAC1 ag | WRN inhibitor |
| --- | --- | --- | --- | --- | --- | --- |
| 17 | CN(C)/C=C/C(=O)C(F)(F)F | 6% | -21% | 1% | 12% | 6% |
| 18 | Cc1ccc(C)c(NC(=O)CN(C)C(=O)CSCc2c(C)noc2C)c1 | -4% | 36% | -1% | -2% | 0% |
| 19 | O=C(CN1CCC(O)(c2cccc(C(F)(F)F)c2)CC1)NCCc1ccccc1 | -3% | -3% | -1% | -7% | 12% |
| 20 | Cc1cc(C(=O)CSc2nc3ccc(Cl)cc3[nH]2)c(C)n1C | -21% | 36% | 23% | 1% | -9% |
| 21 | Cc1cc(C)c2cc(C#N)c(SCC(=O)Nc3ccc4c(c3)OCO4)nc2c1 | -10% | 10% | 2% | 7% | -2% |
| 22 | CCO[C@@H]1OC(C(N)=O)=C[C@H](c2ccc3c(c2)OCO3)[C@H]1CCCO | -5% | -15% | -8% | 9% | 4% |
| 23 | Cc1cc(NC(=O)COC(=O)c2cc(S(=O)(=O)N(C)C)ccc2Cl)no1 | -2% | -2% | 0%[1.84 µM] | 9% | -5% |
| 24 | Cc1csc(NC(=O)CSc2nnc(NC(=O)NC(C)(C)C)s2)n1 | 1% | 12% | 9% | -9% | -7% |

| No. | EPAC1 antagonist | PI5P4K alpha inh | IL-2 act | Abeta rescue |
| --- | --- | --- | --- | --- |
| 17 | 0% | 0 | 0.5 | 1% |
| 18 | 11% | -23 | 0.8 | 6% |
| 19 | -11% | 0 | -0.3 | -20% |
| 20 | -1% | / | -0.7 | 29% |
| 21 | -9% | 8 | -1.0 | 11% |
| 22 | -24% | -6 | 0.6 | 4% |
| 23 | -14% | 4 | -0.4 | 0% |
| 24 | -12% | -7 | 0.2 | 6% |

Remaining list, next part.
| No. | smiles | PLK1 PBD inh | FUS yeast rescue | aSyn rescue | EPAC1 ag | WRN inhibitor |
| --- | --- | --- | --- | --- | --- | --- |
| 25 | Cc1ccc(NC(=O)c2c(C)nc3ccccn23)cc1C | -15% | 7% | 1% | 5% | 8% |
| 26 | COC(=O)/C(=N/Nc1ccc(C)cc1)N1CCCc2ccccc21 | 3% | / | 5% | 14% | -17% |
| 27 | CC1(C)CC2CC(C)(CN2C(=O)COC(=O)c2ccc(NC(=O)CC#N)cc2)C1 (stereo unspecified) | -6% | 34% | 3% | -15% | -2% |
| 28 | CCC(C(=O)NC1CCCC1)n1c(-c2ccccn2)nc2ccccc21 (stereo unspecified) | 6% | 7% | 0% | 3% | 1% |

| No. | EPAC1 antagonist | PI5P4K alpha inh | IL-2 act | Abeta rescue |
| --- | --- | --- | --- | --- |
| 25 | -2% | 0 | -0.2 | 18% |
| 26 | -20% | 1 | -5.9 | 6% |
| 27 | -1% | -1 | -0.5 | 8% |
| 28 | -14% | -2 | 2.6 | 0% |
